Screening results (PubChem)
LYP inhibition = LYP phosphatase inhibitors, primary screen, biochemical, DiFMUP fluorescence, recombinant catalytic domain, 10 µM (AID 606); recombinant LYP catalytic domain, DiFMUP fluorescence; higher % means a stronger effect; inhibition, % at 10 µM; hits with a dose series show IC50 in µM; 52,000 tested, under 10 active;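 active means IC50 under 40 µM in the dose-response test; inactive means IC50 of 40 µM or more, or never dose-tested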
Spn DPM-DC inh = blocks S. pneumoniae diphosphomevalonate decarboxylase; purified DPM-DC, PK/LDH coupled NADH fluorescence; calls only at 10 µM; hit rate 0.49% among 65,000; AID 556;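 active means the 320 compounds with the highest percent inhibition in the single-dose primary screen, excluding strongly autofluorescent ones, cut at about 32% in these data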;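 further: kinetic rate of NADH fluorescence loss reporting ADP formed by the decarboxylase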
TNAP inhibition = human TNAP enzyme inhibitors, biochemical, luminescent (AID 518); hit rate 0.09% among 64,000; inhibition, % at 20 µM, or IC50 in µM where a hit was titrated; purified TNAP enzyme, luminescent substrate readout; higher % means a stronger effect; in the data active means a potency from the dose series; inactive means the rest, 99 in 100 with inhibition below about 22%;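 further: plate controls were vehicle for no effect and reference inhibitor for full effect; many of its hits are not listed in these tables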
HPDE-C7 cytotoxicity = HPDE-C7 pancreatic duct cell viability loss – fluorescence, HTS (AID 430) | HPDE-C7 pancreatic duct cells viability, fluorescence; higher % means a stronger effect | one-dose cytotoxicity, % at 10 µM; EC50 in µM for titrated hits | hit rate 1.8% among 63,000;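 further: cells exposed to compound for 48 hours before viability readout; 0% = vehicle and 100% = reference cytotoxic drug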
Bfl-1 displacement = displacement of Bid BH3 peptide from Bfl-1 – biochemical, fluorescence polarization, FITC-Bid, mouse, primary screen (AID 432). FITC-Bid BH3 peptide fluorescence polarization displacement; higher % means a stronger effect. displacement, % at 20 µM; hits with a dose series show IC50 in µM. hit rate 0.02% among 64,000; in the data active means a potency from the dose series; inactive means the rest, 99 in 100 with displacement below about 15%; further: strong numbers were not always called active
PMK inhibit = inhibitors of Streptococcus pneumoniae phosphomevalonate kinase; AID 539; purified PMK, PK/LDH-coupled NADH absorbance 340 nm; inhibition, % at 10 µM; hit rate 0.49% among 65,000;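 active means top-ranked compounds by inhibition in the single 10 µM screen, taking a fixed number of the strongest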;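 further: 0% = full reaction with DMSO carrier and 100% = background rate without enzyme reaction; no value below 0 was filed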
MK inhibit = blocks S. pneumoniae mevalonate kinase; inhibition, % at 10 µM; purified MK, PK/LDH-coupled NADH absorbance 340 nm; hit rate 0.48% among 65,000;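 active means ranked among the strongest by inhibition in the single 10 µM screen, a fixed top-ranked set picked for dose follow-up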; further: no value below 0 was filed
KRASV12 cytotoxicity = cytotoxicity in KRAS-transformed pancreatic duct cells, primary screen, cell-based, fluorescence, HTS (AID 431); HPDE-C7K KRASV12 cells, Alamar Blue viability, 48 h; higher % means a stronger effect; hit rate 1.7% among 63,000; cytotoxicity, % at 10 µM, or EC50 in µM where a hit was titrated;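 active means compounds whose percent cytotoxicity in the single-dose primary screen, scaled between solvent and toxic-drug controls, exceeds 50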;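 further: 0% = DMSO solvent wells and 100% = doxorubicin-treated wells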
HT1080 cytotoxicity = cytotoxicity in HT1080 fibrosarcoma cells, cell-based, fluorescence readout (AID 620). HT1080 viability, fluorescence; higher % means a stronger effect. cytotoxicity, % at 10 µM, or EC50 in µM where a hit was titrated. hit rate 0.42% among 87,000;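 further: cells exposed to compound overnight then 4 h with Alamar Blue; 0% = vehicle DMSO and 100% = killing control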
PMK inhibit pilot replicates = second read-out of PMK inhibit, no call of its own (marks repeat the call); inhibition, %; measured here: pilot screen replicates
MK inhibit pilot replicates = also measured in MK inhibit; calls as there; inhibition, %; measured here: pilot screen replicates
Spn DPM-DC inh pilot screen % = further read-out of Spn DPM-DC inh, marked with its call; inhibition, %; measured here: pilot screen trials
* marks the source's active call; other numbers are inactive results; i = inactive; · = not tested or not shown. Unless noted, no stated cut-off is given here; in the data, active means cytotoxicity above about 50%; inactive means the rest. No enrichment for hits; 3.4% or so of the library scored in one or more.

SMILES	LYP inhibition	Spn DPM-DC inh	TNAP inhibition	HPDE-C7 cytotoxicity	Bfl-1 displacement	PMK inhibit	MK inhibit	KRASV12 cytotoxicity	HT1080 cytotoxicity	others
CCC(C)[C@H](NC(=O)Nc1ccc(C(C)=O)cc1)C(=O)OC (stereo partly drawn)	·	i	8%	5%	-5%	2	7	-12%	7%
Nc1ccc(C(=O)Nc2nc3ccccc3s2)cc1	13%	i	2%	6%	-2%	0	6	4%	·
O=C1c2ccccc2C(Nc2ccc(S(=O)(=O)N3CCCCC3)cc2)N1c1ccccn1 (stereo not drawn)	2%	i	12%	-11%	2%	0	4	-1%	-3%
COC(=O)c1sccc1NC(=O)Cn1cnc2c1c(=O)n(C)c(=O)n2C	·	i	5%	1%	-5%	0	14	-6%	8%
Cn1c(Cn2c(=O)sc3ccccc32)nnc1SCC(=O)N1CCc2ccccc21	·	i	5%	-13%	-2%	1	4	6%	14%
O=C(O)CCC1(C(=O)O)OCCc2ccccc21 (stereo not drawn)	-2%	i	16%	4%	-4%	11	13	14%	2%	PMK inhibit pilot replicates=0.5;MK inhibit pilot replicates=0.0;Spn DPM-DC inh pilot screen %=0.0
COc1ccc(-c2cc(C(=O)Nc3ccccc3SC)no2)cc1OC	1%	i	14%	0%	0%	10	3	1%	3%
O=C(C1CCN(S(=O)(=O)Cc2ccccc2)CC1)N1CCN(c2ncccn2)CC1	1%	i	11%	-22%	0%	12	0	11%	-2%	PMK inhibit pilot replicates=0.0;MK inhibit pilot replicates=9.0;Spn DPM-DC inh pilot screen %=4.0
Cc1ccc(-c2noc(C3CCN(S(C)(=O)=O)CC3)n2)o1	·	i	11%	29%	-4%	8	1	45%	1%
CCCOc1ccc(C2c3c(oc4ccccc4c3=O)C(=O)N2CCN(CC)CC)cc1OC (stereo not drawn)	-1%	i	13%	-8%	-2%	9	9	-6%	1%
O=C(CN1C(=O)C2(OCCO2)c2ccccc21)c1ccc(F)cc1	-11%	i	9%	-4%	6%	11	0	-1%	5%
COc1ccc(Cn2nnnc2CN(Cc2cc3ccc(C)cc3[nH]c2=O)C2CCCC2)cc1	0%	i	10%	-6%	3%	6	7	-10%	0%
O=C(NC1CCCCC1)C(c1cccs1)N(Cc1cccs1)C(=O)c1ccco1 (stereo not drawn)	·	i	0%	2%	-6%	15	0	-8%	-12%
Cc1cc(C(=O)Nc2ccc(N3CCOCC3)cc2)c2ccccc2n1	·	i	1%	14%	-9%	9	2	-10%	4%
CCOC(=O)C(O)(CCC(O)(C(=O)OCC)C(=O)OCC)C(=O)OCC	3%	i	6%	-13%	4%	0	1	-10%	-10%

A portion from the list above:
SMILES	LYP inhibition	Spn DPM-DC inh	TNAP inhibition	HPDE-C7 cytotoxicity	Bfl-1 displacement	PMK inhibit	MK inhibit	KRASV12 cytotoxicity	HT1080 cytotoxicity	others
CCC(C)[C@H](NC(=O)Nc1ccc(C(C)=O)cc1)C(=O)OC (stereo partly drawn)	·	i	8%	5%	-5%	2	7	-12%	7%
Nc1ccc(C(=O)Nc2nc3ccccc3s2)cc1	13%	i	2%	6%	-2%	0	6	4%	·

Later entries:
SMILES	LYP inhibition	Spn DPM-DC inh	TNAP inhibition	HPDE-C7 cytotoxicity	Bfl-1 displacement	PMK inhibit	MK inhibit	KRASV12 cytotoxicity	HT1080 cytotoxicity	others
Cn1c(SCC(=O)OCC(=O)c2ccccc2)nnc1-c1cccs1	13%	i	-1%	-10%	-12%	5	7	-11%	-4%
CCN1CCN(c2ncnc3c2cnn3-c2ccc(Cl)cc2)CC1	-8%	i	4%	-9%	0%	6	4	-3%	0%
Cc1ccc(C2CC(c3ccc(Cl)cc3)n3nc(N)nc3N2)cc1 (stereo not drawn)	5%	i	1%	-9%	-1%	7	5	-11%	2%
CC1CN(c2ccc(Oc3ccccc3)cc2)c2nc3c(c(=O)n(CC(N)=O)c(=O)n3C)n2C1 (stereo not drawn)	11%	i	13%	5%	-7%	16	3	6%	-3%	PMK inhibit pilot replicates=0.5;MK inhibit pilot replicates=0.0;Spn DPM-DC inh pilot screen %=1.0
CCOc1cccc2cc(C(=O)NCc3cccnc3)c(=O)oc12	1%	i	4%	-2%	2%	11	5	-11%	-4%
CCOC(=O)CSC1=Nc2ccccc2C2=NC(CC(=O)NCc3cccs3)C(=O)N12 (stereo not drawn)	9%	i	14%	-3%	0%	9	6	23%	-10%	PMK inhibit pilot replicates=1.0;MK inhibit pilot replicates=0.0;Spn DPM-DC inh pilot screen %=0.0
Cc1cc(C)nc(NC(=NCCc2c[nH]c3ccccc23)NC(=O)c2ccco2)n1	-2%	i	9%	34%	6%	11	8	50%	2%
CCOC(=O)c1[nH]c2ccccc2c1NC(=O)C(CC)CC	-7%	i	15%	3%	-2%	7	6	0%	-1%	PMK inhibit pilot replicates=4.5;MK inhibit pilot replicates=1.0;Spn DPM-DC inh pilot screen %=5.5
Cc1nc2sc(C(c3cccc(F)c3)N3CCOCC3)c(O)n2n1 (stereo not drawn)	14%	i	18%	8%	2%	15	1	4%	2%	PMK inhibit pilot replicates=0.5;MK inhibit pilot replicates=0.5;Spn DPM-DC inh pilot screen %=0.0
O=C(O)COc1ccc(C(=O)Cc2ccc3c(c2)OCCCO3)c(O)c1	-6%	i	5%	-9%	3%	20	0	-5%	1%
COC(=O)c1c[nH]n2c(=O)c(Cc3ccc(F)cc3Cl)c(C)nc12	·	i	-12%	-4%	-3%	13	0	2%	22%
CC1=C(C#N)C(C)C2=C(CC(C)(C)CC2=O)N1 (stereo not drawn)	0%	·	-5%	-15%	-6%	0	7	-4%	3%
O=C(NC1=NCCS1)c1ccc(-c2ccc(Cl)cc2)o1	-2%	·	12%	7%	0%	10	3	4%	-3%
O=C1COc2ccc(C(=O)CSc3nnnn3-c3ccccc3)cc2N1	·	i	12%	8%	-5%	8	0	2%	-1%
COC(=O)c1[nH]c2ccccc2c1NS(=O)(=O)c1ccc(OC)cc1OC	-14%	i	5%	24%	4%	4	3	36%	5%	PMK inhibit pilot replicates=5.5;MK inhibit pilot replicates=1.0;Spn DPM-DC inh pilot screen %=0.0
Cc1cc(NCc2ccco2)nc2cc(O)ccc12	1%	·	6%	9%	2%	0	3	10%	1%
CC1CCN(CC(=O)Nc2ccccc2C#N)CC1	12%	i	14%	5%	-2%	1	8	1%	-7%
CNC(=O)c1c(O)c2cccc3c2n(c1=O)CC3	7%	i	21%	18%	-3%	18	0	17%	6%	PMK inhibit pilot replicates=5.5;MK inhibit pilot replicates=2.0;Spn DPM-DC inh pilot screen %=2.0
Cc1ccccc1Cn1c(=N)n(CC(=O)c2ccco2)c2ccccc21	·	i	10%	6%	0%	5	3	1%	13%
CCOC(=O)C1CCN(c2c(N3CCN(c4ccccc4OC)CC3)c(=O)c2=O)CC1	4%	i	8%	-5%	0%	4	15	4%	4%
CCOC(=O)C(C)Sc1nnc(-c2ccccc2O)n1-c1ccc(C)cc1 (stereo not drawn)	12%	i	-2%	-1%	0%	5	·	-11%	2%
CCCc1nc(SCC(=O)Nc2cc(C)on2)c2ccccc2n1	·	i	1%	4%	-2%	15	3	-6%	-2%
O=C(CSc1oc(-c2cccs2)nc1S(=O)(=O)c1ccc(F)cc1)NCC1CCCO1 (stereo not drawn)	10%	i	8%	-6%	2%	2	4	4%	7%
O=C(Nc1ccc(Cl)cc1)N1CC=CCC1	·	i	-2%	-7%	2%	11	3	-8%	1%
Cc1cccc(Nc2ccccc2C(=O)O)c1C	14%	i	10%	4%	5%	4	4	6%	0%	PMK inhibit pilot replicates=1.0;MK inhibit pilot replicates=3.0;Spn DPM-DC inh pilot screen %=2.0
Nc1c(C(=O)NCc2ccco2)sc2nc(N3CCOCC3)c3c(c12)CCCC3	2%	·	7%	-10%	0%	4	0	0%	11%
CC(=O)Nc1nc(=S)ss1	10%	i	17%	5%	-9%	16	0	12%	-6%	PMK inhibit pilot replicates=7.0;MK inhibit pilot replicates=5.5;Spn DPM-DC inh pilot screen %=1.5
O=C(c1n[nH]c2c1CCCC2)n1ccnc1	9%	i	24%	-5%	-7%	13	0	2%	-1%
O=C(O)C1CCCN1S(=O)(=O)c1ccc(Br)s1 (stereo not drawn) (tested in a mixture with another compound)	3%	i	4%	-4%	-1%	13	9	0%	0%
CC(C)(C)C(=O)Nc1ccccc1C(=O)NCc1ccco1	16%	i	2%	-20%	-4%	0	5	-19%	-6%
CC(=O)N1CCN(c2ccc(NC(=O)c3ccccc3Br)cc2Cl)CC1	·	i	8%	-27%	-14%	3	14	-24%	6%
CC(CN1CCCCC1)OC(=O)c1cc2ccccc2o1 (stereo not drawn)	·	i	5%	4%	-2%	9	1	-7%	0%
CC(C)Cc1nc(N2CCN(C(=O)Cc3ccccc3)CC2)c(C#N)c2c1COC(C)(C)C2	1%	i	9%	1%	-2%	8	2	4%	-6%
Cc1nonc1OCCNC(=O)C12CC3CC(CC(C3)C1)C2	9%	i	10%	-2%	1%	3	19	3%	7%
O=C(Nc1ccccc1)Nc1cccc2cccnc12	7%	i	19%	5%	-2%	5	9	16%	24%
COc1ccc2nc(NC(=O)CCc3nc(-c4ccccc4F)no3)sc2c1	7%	i	10%	-2%	-5%	17	6	0%	-1%
COc1cccc2[nH]c3c(N4CCCCC4)ncnc3c12	·	·	8%	·	-2%	9	4	·	3%
O=C(Cn1ccc2ccccc2c1=O)NCCC(=O)Nc1ccc2c(c1)OCCO2	·	i	8%	-18%	0%	0	12	-3%	-10%
Cc1csc(SCC(=O)Nc2nc(-c3ccccc3)cs2)n1	14%	i	22%	-12%	2%	9	4	-1%	2%
CC(=O)Nc1cccc(NC(=O)CSc2nnnn2C)c1	12%	i	13%	8%	0%	0	3	-8%	-2%	PMK inhibit pilot replicates=1.5;MK inhibit pilot replicates=0.5;Spn DPM-DC inh pilot screen %=0.0
O=C(Cc1ccccc1)NC1CCN(S(=O)(=O)c2cccc(F)c2)CC1	0%	i	12%	4%	-5%	14	0	-7%	-11%
COCCNC(=O)c1ccc2c(c1)NC(=O)CS2	6%	i	3%	-12%	10%	27*	8	-3%	-1%
CCOC(=O)c1ccc(-c2ccc(C(=O)Nc3cccnc3)o2)cc1	-1%	i	13%	22%	4%	0	2	33%	-1%
Cn1c(SCC(=O)Nc2ccc3cn[nH]c3c2)nnc1-c1cccs1	-3%	i	10%	3%	-5%	0	4	-1%	-2%
COc1ccc(N2CCN(CCNC(=O)c3cccn4c(=O)c5ccc(Cl)cc5nc34)CC2)cc1	4%	i	8%	-7%	-3%	17	1	3%	1%
Cc1cc(C)nc(NC2=NCC(=O)N2c2ccccc2Br)n1	1%	i	7%	-10%	-5%	0	0	-4%	3%	PMK inhibit pilot replicates=0.5;MK inhibit pilot replicates=0.0;Spn DPM-DC inh pilot screen %=0.0
Cn1c(NCC(O)c2ccccc2)nc2c1c(=O)n(Cc1ccc(Cl)c(Cl)c1)c(=O)n2C (stereo not drawn)	·	i	10%	69%*	16%	5	6	65%*	1%
